# Assay outcomes: PubChem BioAssay, National Center for Advancing Translational Sciences (NCATS)
# Tb PFK inh: inhibitors of T. brucei phosphofructokinase; O15648; T. brucei PFK, ADP-Glo luminescence; Potency, µM (series often up to 57.5 µM), without a hit: at the top dose activity, negative = inhibition, most hits filed as inhibitors; actives 0.17% (n = 330,000); AID 485367;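 note: potency is the fitted concentration of half-maximal effect; 0% = uninhibited 1x PFK enzyme wells and -100% = no-enzyme wells; nearly all actives have a fitted effect of over 60% in size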
#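 1.25 nM PFK with 0.5 mM F6P and 0.1 mM ATP in 0.1 M TEA pH 8.0, 5 mM MgCl2, incubated 45 min at room temperature; ADP measured by ADP-Glo luminescence; compounds titrated up to 57 uM.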
# ELG1 DNA repair: ELG1-dependent DNA repair inhibition | Potency, µM (doses to about 46.1 µM), for the others: at the top dose activity change, negative = inhibition, hits mostly inhibitors | actives 2.3% (n = 330,000) | AID 504467 | HEK293T ELG1-luciferase reporter, luminescence, 16 h; DNA damage induced by 5-fluorouridine; note: potency is the fitted concentration of half-maximal effect; % is set by controls: 0 for no effect and ±100 for the full control effect; nearly all actives have a fitted effect of over 55% in size
#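 In this reporter screen, reduction of luminescence relative to DMSO vehicle indicated activity. Compounds and 5-fluorouridine were added together to 2,000 cells per well, incubated for 16 hr at 37 °C, then developed with ONE-Glo.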
# Chronic BCR inh: blocks chronic active B-cell receptor signaling; AID 493014; actives 0.05% (n = 340,000); ABC-DLBCL IkBa-CBG/CBR reporter, luminescence ratio, 4 h; Potency, µM (highest dose often 46.1 µM), inactives show at the highest dose ratio change, negative = lower green/red ratio, most hits filed as inhibitors; active = well fitted inhibition curve with a large enough effect in the signal ratio, with a control signal flat, not every such curve was filed as active; inconclusive = small, poorly fitted or top-dose-only effect, or effect the other way, or a change in a side signal; the % refers to the signal ratio;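 note: potency is the fitted concentration of half-maximal effect; plate controls were basal doxycycline-induced cells for no effect and cells given 10 µM MG132 for full effect; MG132 reads +100%, hits lower the ratio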
#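 Compounds up to 46 uM were incubated four hours with TMD8 cells whose green CBG68 luciferase is fused to IkappaBalpha; red CBR luminescence normalised the signal, and concentration-effect curves were fitted to fusion, red and ratio data.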
# Eya2 phos inh: Eya2 (human) phosphatase inhibition. recombinant Eya2, OMFP fluorescence dephosphorylation (OMFP is methylfluorescein phosphate). Potency, µM (doses to about 76.9 µM), for the others: top-dose activity, negative = inhibition, actives largely listed as inhibitors. O00167. actives 0.006% (n = 330,000); note: potency is the fitted concentration of half-maximal effect; % is set by controls: 0 for no effect and ±100 for the full control effect
#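 Eya2 (0.2 uM) preincubated 10 min at ambient with compound, then OMFP substrate added at 50 uM; 10 min reaction in 50 mM HEPES pH 7.5, 50 mM NaCl, 5 uM MgCl2, 0.05% BSA, 1 mM DTT. Fluorescence read at Ex 485/Em 525 nm.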
# TSG101-PTAP inh: blocks PTAP/TSG101 interaction to inhibit HIV-1 budding; Fluorescence polarization, FITC-PTAP peptide / Tsg101 binding; Potency, µM (top dose mostly 115 µM), for inactives: at the highest dose activity change, negative = inhibition, usual class: inhibitors; 340,000 tested, under 10 active; active = well fitted inhibition curve with a large enough effect in the main read-out, with a control signal flat, not every such curve was filed as active; inconclusive = small, poorly fitted or top-dose-only effect, or effect the other way, or a change in a side signal; inactive = no such curve, though single readings can be large or run the other way; note: potency is the fitted concentration of half-maximal effect; % of control where 0% means no effect
# Target sequence (Q99816 whole entry, looked up): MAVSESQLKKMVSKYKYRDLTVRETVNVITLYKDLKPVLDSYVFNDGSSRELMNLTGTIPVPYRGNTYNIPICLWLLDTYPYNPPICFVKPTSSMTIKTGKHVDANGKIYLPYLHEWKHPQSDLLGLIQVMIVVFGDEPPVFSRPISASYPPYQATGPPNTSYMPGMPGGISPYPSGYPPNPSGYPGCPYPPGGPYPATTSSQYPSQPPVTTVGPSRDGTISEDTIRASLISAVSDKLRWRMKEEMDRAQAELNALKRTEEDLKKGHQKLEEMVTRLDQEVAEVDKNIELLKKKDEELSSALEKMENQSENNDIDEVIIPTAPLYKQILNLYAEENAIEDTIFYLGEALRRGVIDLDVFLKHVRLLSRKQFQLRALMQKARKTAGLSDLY
#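 Tsg101 binding domain (10 uM final) was mixed with compound and a FITC-labeled PTAP peptide (50 nM final) in HEPES pH 7.5 buffer with NaCl, Tween 20, EDTA and TCEP; fluorescence polarization was read after 20 min at r.t.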
# TSHR antag: blocks TSH signaling through the human TSH receptor | P16473 | TSHR-expressing cells, TSH-stimulated cAMP HTRF, 2 h; hits give low values | activity change, negative = inhibition, % at 11.5 µM | actives 0.2% (n = 330,000) | AID 504810;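 active = activity change below a set negative limit, meaning inhibition stronger than a set level, cut at about -70% in these data; inconclusive = activity change between two set negative limits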; note: % is set by controls: 0 for no effect and ±100 for the full control effect
#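 Read-out is FRET at 665 nm (cryptate excitation 337 nm) from a cryptate-tagged anti-cAMP antibody, competed by cell cAMP against cAMP-d2. Compounds are tested on freshly harvested TSHR cells challenged with 4nM TSH (EC80) for 2 hours at 37 deg C.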
# TCR act: activates T cell receptor signaling; 330,000 tested, under 10 active; primary human leukocytes, anti-CD3, IL-2 HTRF, 48 h; Potency, µM (highest dose often 9.22 µM), inactives show at the highest dose activation of IL-2 secretion, actives largely listed as activators; note: % of control where 0% means no effect
#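 Primary human leukocytes were stimulated with a-CD3 beads plus compounds for 48 hr without co-stimulation; secreted IL-2 was quantified by HTRF using a-IL-2-K (europium cryptate) and a-IL-2-d2, excited at 320nm with acceptor emission read at 665nm.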
# a7 integrin act: integrin-mediated muscular dystrophy alleviation activation; alpha7betagal myoblasts, beta-gal FDG fluorescence, 48 h; Potency, µM (series often up to 38.3 µM), without a hit: top-dose activation, most hits filed as activators; actives 0.064% (n = 350,000);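 note: potency is the fitted concentration of half-maximal effect; 100% = response of the positive control SU9516; nearly all actives have a fitted effect of over 60% in size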
#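 Alpha7betagal+/- myoblasts (passage 13) were plated 16-24 hr, then exposed to compounds (1:260 dilution of DMSO stock) for 48 hours at 37C. After MPER lysis, β-galactosidase reporter activity was read as FDG fluorescence (ex 480/em 540) after 30 minutes.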
# AT treatment: potential ataxia-telangiectasia treatments restoring KAP-1 phosphorylation; […] A-T fibroblasts, KAP-1 phosphorylation AlphaLISA; neocarzinostatin DNA damage 30 min before lysis; Potency, µM (highest dose often 57.5 µM), inactives show at the highest dose activation, usual class: activators; actives 0.19% (n = 320,000); AID 485349; note: potency is the fitted concentration of half-maximal effect; % of control where 0% means no effect; nearly all actives have a fitted effect of over 45% in size
#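 ATM-like activity read as KAP-1 phosphorylation via AlphaLISA donor/acceptor antibody pairs after lysis and 6 hr at 25C. Cells were ATM-null patient fibroblasts ([…], hTERT), dosed 60 min, then exposed to the DSB inducer NCS for 30 min.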
# Mito fusion yeast: inhibitors of mitochondrial division or activators of mitochondrial fusion | AID 485298 | Potency, µM (series often up to 46.1 µM), inactives show at the highest dose growth rescue (activation), usual class: activators | actives 0.23% (n = 320,000) | S. cerevisiae fusion-defective mutant growth rescue, CellTiterGlo 48 h;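 note: potency is the fitted concentration of half-maximal effect; % of control where 0% means no effect; nearly all actives have a fitted effect of over 45% in size; temperature-sensitive fusion mutants such as fzo1-1 at 37 °C on non-fermentable ethanol glycerol medium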
#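 Growth-rescue viability read-out: after 48 h at the non-permissive 37C in glycerol/ethanol YPEG, yeast mitochondrial fusion mutants are measured by CellTiterGlo luminescence; compounds (23 nl pinned per well) restoring growth score as division inhibitors or fusion activators.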
# ASM inhibitor: blocks human secretory acid sphingomyelinase; actives 0.006% (n = 340,000); Potency, µM (highest dose often 57.5 µM), inactives show top-dose activity change, negative = inhibition, hits mostly inhibitors; AID 504937; placental ASM, HMU-PC fluorogenic substrate, 60 min; note: potency is the fitted concentration of half-maximal effect
# Target sequence (P17405 47-631 limits assumed): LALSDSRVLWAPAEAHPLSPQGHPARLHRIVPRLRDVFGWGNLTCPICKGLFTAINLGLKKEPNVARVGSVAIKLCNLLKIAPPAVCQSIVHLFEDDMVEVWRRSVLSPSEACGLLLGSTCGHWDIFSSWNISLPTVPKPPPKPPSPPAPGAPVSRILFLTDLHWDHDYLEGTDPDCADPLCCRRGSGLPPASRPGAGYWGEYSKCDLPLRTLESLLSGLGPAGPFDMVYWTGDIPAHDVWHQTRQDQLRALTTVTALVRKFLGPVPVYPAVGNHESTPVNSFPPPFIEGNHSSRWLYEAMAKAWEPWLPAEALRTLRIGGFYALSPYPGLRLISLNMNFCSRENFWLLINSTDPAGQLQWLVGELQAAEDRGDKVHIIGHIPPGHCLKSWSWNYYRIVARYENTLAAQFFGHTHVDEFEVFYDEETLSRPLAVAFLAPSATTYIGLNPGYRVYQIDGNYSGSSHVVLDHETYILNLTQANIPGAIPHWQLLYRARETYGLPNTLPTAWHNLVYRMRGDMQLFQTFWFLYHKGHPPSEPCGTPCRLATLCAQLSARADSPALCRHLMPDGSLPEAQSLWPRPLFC
#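 Fluorogenic HMU-PC substrate (9 uM final) is turned over by placental ASM in 60 min at 37 C after a 10 min compound preincubation. Reaction ended by alkaline stop (pH 10), with fluorescence read at 386/447 nm.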
# * marks the source's active call; other numbers are inactive results; ? = inconclusive; . = not tested or not shown; [ ] = remark or other dose. Unless noted, calls come from the whole dose curve; as a rule, active = well fitted curve in the direction sought with a large enough effect; inconclusive = small, poorly fitted or top-dose-only effect, or another doubt; inactive = no such curve, though single readings can be large; an effect the other way counts as inactive or inconclusive.
SMILES,Tb PFK inh,ELG1 DNA repair,Chronic BCR inh,Eya2 phos inh,TSG101-PTAP inh,TSHR antag,TCR act,a7 integrin act,AT treatment,Mito fusion yeast,ASM inhibitor
CC1(C)CC(N2CCN(c3ccccc3)CC2)=CC(=[N+]2CCCC2)C1,-4%,?,-2%,19%,-16%,-15,9%,-50%[inhibitor],2%,1%,6%
c1ccc(Cn2c(SCc3cn4cccnc4n3)nnc2-c2ccco2)cc1,-1%,4%,1%,-2%,1%,8,-3%,-4%,2%,0%,6%
Cc1ccc(S(=O)(=O)NCC(=O)N(CC(=O)NCc2ccco2)C2CCCC2)cc1,4%,16%,11%,-20%,2%,41,3%,3%,16%,-11%,-1%
CC(Oc1ccc(Cl)cc1Cl)c1nc(-c2ccc(NC(=O)c3ccccn3)cc2)no1 (stereo not drawn),0%,?,-1%,-3%,0%,11,-1%[46.1 µM],41%,4%,0%,0%
O=C(Cc1ccc(-n2cnnn2)cc1)NC12CC3CC(CC(C3)C1)C2,13%,2%,7%,-15%,0%,-3,1%,-32%,-9%,1%,2%
O=C1Nc2ccccc2N(O)N1c1ccc(Cl)cc1,1%,9%,-1%,-2%,-3%,8,-2%,12%,-4%,3%,-2%
CCc1nn(CC(=O)NCCCN(C)Cc2ccccc2)c(=O)c2cc3sc(C)cc3n12,-10%,18%,-6%,12%,-2%,5,-3%,-49%[inhibitor],-1%,-7%,2%
O=S(=O)(Nc1cccc(F)c1)c1cccc2nsnc12,3%,-3%,0%,-6%,-11%,-9,0%,?,8%,10%,-2%
C/C(=N\NC(=O)CNC(=O)C(c1ccccc1)c1ccccc1)c1ccccc1,-6%,19%,?,3%,0%,3,1%[46.1 µM],-5%,6%,0%,3%
CC1(C)Cc2c(C#N)c(SCc3nc4ccccc4[nH]3)nc(N3CCOCC3)c2CO1,4%,?,-1%,15%,-8%,-8,-5%,8%,1%,3%,.
O=C(COC(=O)c1cc(=O)[nH]c2ccccc12)Nc1nccs1,2%,3%,0%,2%,-4%,-2,9%,?,-3%,-2%,12%
CCOc1ccccc1Oc1c(C)oc2c(CN3CCN(C)CC3)c(O)ccc2c1=O,1%,-8%,2%,8%,.,-3,.,0%,1%,0%,50%[activator]
O=S(=O)(c1ccc(OCC(O)CN2CCN(c3ccccc3O)CC2)cc1)N1CCOCC1 (stereo not drawn),1%,?,0%,8%,-5%,-2,-2%,-23%,4%,-2%,4%
Cc1cc(C2=NNC(=NCc3ccccc3)SC2)c(C)n1-c1c(C)n(C)n(-c2ccccc2)c1=O,-3%,-14%,?,6%,1%,1,4%,2%,-3%,0%,-1%
CC(C)c1ccc(OCC(=O)NNC(=S)NC(=O)c2cccs2)c(Br)c1,0%,2%,0%,-10%,-2%,0,2%,17%,-4%,5%,0%
COc1ccc(N=c2cc(-c3ccc(OC)cc3)oc3ccccc23)cc1,-3%,23µM*,17%,-14%,-2%,0,-2%[46.1 µM],-4%,0%,19%,?
CC1CCCN(c2sc(S(C)(=O)=O)nc2S(=O)(=O)c2ccc(Cl)cc2)C1 (stereo not drawn),-7%,-22%,?,2%,-8%,6,1%,-41%,-8%,0%,-1%
CCOc1ccccc1NC(=S)Nc1ccccc1F,1%,-4%,7%,16%,-1%,2,2%,-17%,3%,-3%,2%
N#Cc1nc(NCC(F)F)nc(Nc2cc(F)cc(F)c2)n1,3%,?,-14%,-11%,-2%,-36,-10%,.,2%,?,-4%
COc1cc(NC(=O)CSc2nc3c(c(=O)n(C)c(=O)n3C)n2C)cc(OC)c1,0%,-1%,?,2%,-1%,3,0%,-5%,5%,-6%,-1%
NC(=O)CSc1nnc(Cn2cnc3ccccc32)o1,-5%,18%,-8%,5%,-3%,15,5%,-3%,0%,1%,0%
Nc1nc(Sc2ncccc2[N+](=O)[O-])n[nH]1,1%,9%,3%,-2%,-4%,4,-1%,-16%,23%,0%,2%
O=C(O)c1ccc(COc2ccc3ccccc3c2/C=C2/NC(=O)N(c3ccccc3)C2=O)cc1,1%,?,?,23%,-9%,-33,5%,-20%,4%,-3%,43%[activator]
COc1cccc2sc(N3CCN(C(=O)c4ccco4)CC3)nc12,0%,18%,?,18%,0%,-1,0%,7%,10%,11%,0%
O=C(COC(=O)C12CC3CC(CC(C3)C1)C2)NCc1ccco1,4%,1%,8%,9%,-2%,69,-1%,-10%,-3%,24%,-1%
COc1ccccc1NCCC(=O)OCC(=O)Nc1ccccc1F,4%,?,2%,3%,-5%,.,-1%,1%,6%,.,0%
O=C(COc1ccc(Br)cc1Br)NNC(=O)c1cccs1,7%,?,?,-3%,-3%,3,0%,0%,-1%,-12%,-2%
COc1cc(OC)c(OC)cc1CNC(=O)c1cc(S(=O)(=O)N2CCOCC2)ccc1F,0%,?,-5%,-10%,-8%,12,11%,0%,1%,-4%,2%
NC(=O)CC(NC(=O)c1cccc(Br)c1)c1ccc(NC2CCN(Cc3ccccc3)CC2)c([N+](=O)[O-])c1 (stereo not drawn),-1%,?,0%,5%,-2%,8,-9%,-19%,3%,-2%,-2%
CCC(=O)Nc1cc(C(=O)O)ccc1S(=O)(=O)c1ccc(C)cc1,7%,2%,-5%,-8%,-3%,-3,1%,12%,-1%,0%,3%
O=C(Oc1cccc(N2C(=O)CCC2=O)c1)C1CC(=O)N(c2ccc(Br)cc2)C1 (stereo not drawn),12%,5%,-4%,9%,-11%,12,-8%,-12%,16%,-5%,-1%
CCn1c(SCC(=O)Nc2nc(C)c(C(=O)OC)s2)nnc1C(C)C,1%,-1%,?,11%,-5%,-10,-6%,-8%,0%,1%,2%
C#CCOCCOCCOCCNc1nc(N2CCN(C(=O)CCCCCCCCCCNC(=O)[C@@H](CCC(=O)O)n3cc(CCCCCN)nn3)CC2)nc(N2CCN(C(=O)CCCCCCCCCCNC(=O)[C@H](CO)n3cc(CCCCCN)nn3)CC2)n1,-10%,16%,?,-8%,-4%,-1,-4%,-10%,5%,-4%,-2%
Cc1cc(N2CCCC2=O)cc(C)c1S(N)(=O)=O,0%,16%,-10%,12%,-9%,2,0%,-14%,-1%,-6%,2%
O=C1c2ccccc2C2(c3ccc(F)cc3)NCCN12 (stereo not drawn),2%,15%,2%,-14%,-1%,1,-1%,19%,-2%,-6%,2%
Cc1ccc(C(=O)CC(SCC(=O)O)c2ccc([N+](=O)[O-])cc2)cc1 (stereo not drawn),5%,0%,1%,6%,1%,-10,4%,6%,-5%,1%,4%
COc1ccc(-n2nc(C(=O)NCC(=O)N3CCCC(C)C3)c3ccccc3c2=O)cc1 (stereo not drawn),-5%,1%,-12%,-2%,1%,19,2%,-18%,-2%,-1%,-3%
CCN(CC)C(=O)COC(=O)c1cc(-c2ccc(OC)cc2)nc2ccccc12,5%,?,?,-41%,3%,-16,5%,-7%,12%,13%,274%[activator]
Nc1nnc(-c2ccccc2F)s1,-7%,?,-12%,0%,-3%,14,.,-6%,3%,6%,3%
O=C(/C=C/c1ccccc1[N+](=O)[O-])N1CCCCC1,2%,27%,-6%,6%,2%,-9,7%,-23%,4%,5%,3%
CCCNc1ccc(C(=O)OCC)cc1[N+](=O)[O-],-2%,?,?,-4%,-4%,26,10%,-19%,0%,-1%,?

# Two of the compounds above, with values under each structure:
# Values run as follows: Tb PFK inh | ELG1 DNA repair | Chronic BCR inh | Eya2 phos inh | TSG101-PTAP inh | TSHR antag | TCR act | a7 integrin act | AT treatment | Mito fusion yeast | ASM inhibitor
- O=C(COC(=O)C12CC3CC(CC(C3)C1)C2)NCc1ccco1
→ 4% | 1% | 8% | 9% | -2% | 69 | -1% | -10% | -3% | 24% | -1%
- COc1ccccc1NCCC(=O)OCC(=O)Nc1ccccc1F
→ 4% | ? | 2% | 3% | -5% | . | -1% | 1% | 6% | . | 0%
